GPR151 activ = human GPR151 activation | PathHunter beta-arrestin GPR151 cells, luminescence | activation, % at 11.2 µM | 650,000 compounds, 1% hits | AID 1508602; in the data active means activation above about 4.9%;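 further: 0% = median of compound wells and 100% = cells with positive control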
Target sequence (Q8TDV0 whole entry, looked up): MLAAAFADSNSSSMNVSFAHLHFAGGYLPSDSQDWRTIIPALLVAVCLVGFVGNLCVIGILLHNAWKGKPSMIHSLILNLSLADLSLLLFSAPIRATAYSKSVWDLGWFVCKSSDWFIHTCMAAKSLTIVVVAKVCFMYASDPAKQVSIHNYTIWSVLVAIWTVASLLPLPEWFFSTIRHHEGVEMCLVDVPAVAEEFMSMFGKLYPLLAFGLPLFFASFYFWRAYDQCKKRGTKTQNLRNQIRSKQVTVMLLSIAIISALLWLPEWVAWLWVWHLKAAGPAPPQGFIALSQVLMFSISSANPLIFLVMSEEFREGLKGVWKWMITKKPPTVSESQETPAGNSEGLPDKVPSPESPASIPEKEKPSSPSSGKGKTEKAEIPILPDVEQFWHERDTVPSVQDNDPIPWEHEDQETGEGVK
MITF primary = blocks human microphthalmia-associated transcription factor; O75030; AlphaScreen MITF homodimerization, bead proximity signal; inhibition, % at 2.6 µM; 650,000 compounds, 0.91% hits; AID 1259374; in the data active means inhibition above about 50%;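 further: 0% = vehicle wells with protein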
Target sequence (O75030 whole entry, looked up): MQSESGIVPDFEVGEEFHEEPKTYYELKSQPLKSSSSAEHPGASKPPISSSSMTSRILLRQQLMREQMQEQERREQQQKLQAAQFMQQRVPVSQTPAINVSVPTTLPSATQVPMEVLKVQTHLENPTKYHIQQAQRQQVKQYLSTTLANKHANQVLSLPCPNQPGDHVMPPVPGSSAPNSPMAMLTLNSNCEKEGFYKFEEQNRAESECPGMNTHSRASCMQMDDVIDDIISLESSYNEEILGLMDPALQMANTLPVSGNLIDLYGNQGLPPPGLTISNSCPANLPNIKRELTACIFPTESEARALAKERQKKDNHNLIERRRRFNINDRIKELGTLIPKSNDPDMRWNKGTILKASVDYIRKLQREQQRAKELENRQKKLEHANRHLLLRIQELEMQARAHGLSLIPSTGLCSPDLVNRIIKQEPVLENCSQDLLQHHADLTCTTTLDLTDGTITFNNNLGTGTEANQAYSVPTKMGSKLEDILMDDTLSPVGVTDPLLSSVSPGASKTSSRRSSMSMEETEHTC
FBW7 act = activators of human E3 ligase FBW7 | 650,000 compounds, 0.13% hits | AlphaScreen FBW7–phospho-cyclin E peptide binding, activator screen | normalized activity (activation), % at 26.1 µM; in the data active means normalized activity above about 1.9%;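 further: purified mutant Fbw7 with reduced substrate affinity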
TEAD-YAP inh = TEAD-YAP interaction inhibition; HEK-TIYL cells, TEAD-Gal4/YAP UAS-luciferase luminescence; inhibition, % at 9.12 µM; 640,000 compounds, 1.4% hits; AID 1259422; in the data active means inhibition above about 32%;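 further: 0% = median of test compound wells and 100% = reference inhibitor wells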
Starred values were filed as active, the others as inactive.

SMILES	GPR151 activ	MITF primary	FBW7 act	TEAD-YAP inh
O=C(c1ccc(Cl)cc1)n1c(=S)nc2ccc(Cl)cn21	-1.1	10	0.1	-11
COc1cccc(NC(=O)c2nnn(Cc3ccc(Br)cc3)c2N)c1	0.1	-23	-0.2	-12
CC1=CC(c2ccc(Cl)cc2)n2nc(NS(=O)(=O)c3ccc(C)cc3)nc2N1 (stereo unspecified)	0.8	0	0.0	-16
CC(C(=O)Nc1cccc(C(F)(F)F)c1)C(=O)c1ccccc1 (stereo unspecified)	0.9	0	0.1	3
Cn1c(=O)c2c(nc(Sc3ncn(Cc4ccccc4Br)n3)n2C)n(C)c1=O	1.4	11	0.0	16
CC1CCCCC1NC(=O)NC(=O)CSc1nc(N)cc(N)n1 (stereo unspecified)	0.1	3	0.0	-4
Cc1ccc(C(=O)NC(=S)Nc2cccc(NC(=O)c3ccco3)c2)cc1	0.7	0	-0.1	-28
Cn1c(N)c(/C=N/Nc2ccccc2)c(=O)n(C)c1=O	-1.5	-4	0.5	8
Cn1c(=O)c2c(nc(NCc3ccc4c(c3)OCO4)n2Cc2cccc(Cl)c2)n(C)c1=O	0.1	-8	0.1	3
Cc1nc(-c2ccccn2)cc(N2CCCCC2)n1	0.0	-5	-0.6	40*
C/C(CC(C)C)=N\NC(=O)CN1C(=O)NC2NC(=O)NC21 (stereo unspecified)	-1.3	-9	0.0	5
O=C(O)CC(NC(=O)c1ccco1)c1ccc(F)cc1 (stereo unspecified)	-0.5	3	-0.1	0
C=C(C)Cn1c(=O)c2c(nc3n2CCCN3C2CCCCC2)n(C)c1=O	-0.8	19	0.3	4
CCCOC(=O)Nc1sc2c(c1C(=O)OCC)CCC2	0.2	-5	-0.2	0
COc1ccc(C2CC(=O)C3=C(C2)NC(C)=C(C(=O)OC(C)C)C3c2ccccc2C)cc1OC (stereo unspecified)	1.3	4	0.5	24
CC(C)(C)NC(=O)COC(=O)/C=C/c1cccc([N+](=O)[O-])c1	-0.2	-9	0.0	-5
Cc1ccc(C(=O)N/C(=C\c2ccc(F)cc2)C(=O)NCCCn2ccnc2)cc1	-1.4	-1	-0.1	-1
CN1C(=O)/C(=C/c2cn(CC(=O)N3CCCCC3)c3ccccc23)c2ccccc21	0.2	15	0.0	10
COC(=O)c1c(C)oc2ccc(OCc3ccc(Cl)cc3)cc12	-0.6	13	1.2	5
COc1ccc(C(=O)[C@H]2CCCN(C(=O)c3cn[nH]c3C)C2)cc1	-0.6	0	0.1	11
CCOC(=O)C1=C(C)N=c2s/c(=C/c3ccc(OC(C)=O)c(OC)c3)c(=O)n2C1c1ccc(OC(C)=O)cc1 (stereo unspecified)	1.6	-10	0.0	2
O=C(c1ccc(Cl)cc1)c1conc1C(=O)c1ccccc1	-0.6	-3	-0.1	-3
COC(=O)COc1ccc(S(=O)(=O)N2CCC(C(N)=O)CC2)cc1C	1.5	8	0.1	7
Cc1cccc(NC(=O)CSc2c3c(nc4ccccc24)CCC3)n1	0.0	1	0.1	-3
N#CCCN1c2ccccc2Sc2ccc(Cl)cc21	0.2	-4	-0.2	-9

More results
SMILES	GPR151 activ	MITF primary	FBW7 act	TEAD-YAP inh
Cc1ccccc1-c1nc2cc(NC(=O)c3cc(Br)ccc3Cl)ccc2o1	0.3	9	-0.3	-19
O=C1c2ccccc2C(=O)N1OCCOCCOCCON1C(=O)c2ccccc2C1=O	0.6	1	0.1	2
Cc1nonc1NC(=O)CSc1nnc(-c2ccoc2C)n1-c1ccc(F)cc1	1.5	0	0.2	2
CCCCCOc1ccc(/C=c2\sc3nc(=O)c(C)nn3c2=O)cc1OC	0.3	7	0.3	-15
COc1ccc(-c2cncc(-c3cc(NCCCO)nc(-c4ccccc4)n3)c2)cc1	2.2	3	0.3	10
COc1ccc(/C=N/NC(=S)NC(C)C)cc1OC	-0.6	7	0.1	-4
O=C(CN1C(=O)CCC1=O)NC(=S)Nc1cccc2c1C(=O)NC2=O	-0.2	7	-0.1	-5
Cc1ccc(NC(=S)N(CCCN2CCCC2)Cc2cccs2)cc1	-0.5	6	0.1	4
CCOC(=O)c1sc(NC(=O)CSc2nnc3c4ccccc4n(CC)c3n2)nc1C	-1.3	6	-0.1	7
COc1ccc(CCNCc2ccc(CSC(F)F)o2)cc1	0.4	46	0.2	5
CCc1cc(C(=O)NCc2c(C)ncc3c2CCN(C(=O)C2CC=CCC2)C3)no1 (stereo unspecified)	0.4	7	0.0	5
O=C(CCS(=O)(=O)c1ccc(Br)cc1)NC1CCCCC1	0.8	-1	0.0	-4
COc1cc2c(cc1OC)C(COc1ccccc1OC)N(C(=O)c1ccc(S(=O)(=O)N(C)C)cc1)CC2 (stereo unspecified)	0.5	0	0.0	8
CCOC(=O)c1ccc(S(=O)(=O)N2CCNCC2)cc1	2.7	-5	-0.1	-3
Cn1cc(CC(=O)NCCOc2cccc3cccnc23)c2ccccc21	0.6	4	-0.1	-9
COc1cc(OC)c(/C=N/NC(=O)c2ccccc2C)cc1Br	-1.0	28	-0.1	-10
CCOC(=O)/C(C#N)=C1/C=CC(N2CCCCC2)=NN1	0.1	11	0.2	-52
CC1=C(C(=O)Nc2ccccc2)C(c2ccc(F)cc2)n2c(s/c(=C\c3ccc(C)o3)c2=O)=N1 (stereo unspecified)	1.2	1	-0.1	9
O=C(NC(Nc1cccc(Cl)c1Cl)C(=O)c1ccccc1)c1ccco1 (stereo unspecified)	-0.3	16	0.2	20
Cc1[nH]n(-c2cccc(Cl)c2)c(=O)c1/C=N/NC(=O)c1ccc(O)cc1	-1.6	12	-0.7	-17
c1cncc(-c2noc(C3CCCCC3)n2)c1	0.1	3	0.1	-36
O=C1CCCN1CCn1cnc2c(NCCN3CCOCC3)nc(Nc3ccccc3)nc21	0.4	2	0.0	-3
Cc1ccc(C23CC4CC(CC(C(=O)NN5CCN(CCO)CC5)(C4)C2)C3)cc1	1.3	1	0.0	-5
COCCOC(=O)C1=C(C)NC2=C(C(=O)CCC2)C1c1cccc(OC)c1OC (stereo unspecified)	0.7	10	0.2	5
COc1ccc(N2C(=O)c3ccccc3NC2c2ccc(OCC(=O)Nc3ccc(F)cc3)cc2)cc1 (stereo unspecified)	-0.3	-2	0.1	-40

(next part)
SMILES	GPR151 activ	MITF primary	FBW7 act	TEAD-YAP inh
Cc1ccccc1NC(=O)c1cccc(N2C(=O)c3ccc(Br)cc3C2=O)c1	-0.7	17	0.4	0
COc1ccc(NC2=CC(=O)CC(C)(C)C2)cc1	-0.9	-1	0.2	0
CN(C)CCNC(=S)NC(=O)CC12CC3CC(CC(C3)C1)C2	2.5	1	-0.1	-1
c1cn2c3c(n1)CCCc3c1cc(C3CCCCC3)ccc12	-0.3	-13	0.0	-1
Cc1onc(C(=O)N2CCN(Cc3ccccc3)CC2)c1[N+](=O)[O-]	-0.3	8	0.1	10
CCOc1ccc2[nH]c(=O)c(CN(CCCO)S(=O)(=O)c3ccccc3F)cc2c1	1.6	0	-0.1	15
COc1ccc(CC(=O)NCCc2c(C)[nH]c3ccccc23)cc1	-1.1	15	0.5	2
Cc1ccccc1CNC(=O)CN(c1cccc(Cl)c1)S(C)(=O)=O	1.5	18	0.0	5
CC1(C)C(=O)N(c2ccccc2)C(=O)c2ccccc21	-0.4	2	0.0	4
Nc1cccc(-c2cnn3c(NCC4CC4)ccnc23)c1	-0.8	-10	0.3	-11
COc1ccc(CCNC(=O)CSc2cc(C)[nH]c(=O)n2)cc1OC	-0.9	12	0.9	17
O=C1CCN(S(=O)(=O)c2ccc(Cl)cc2)CC1	2.8	-4	0.0	4
CN1CCN(CC(O)Cn2cc(/C=N/O)c3ccccc32)CC1 (stereo unspecified)	-1.7	59*	-0.4	-3
CCC1CN(CCNC(=O)Cc2cccs2)Cc2cc(OC)ccc2O1 (stereo unspecified)	0.2	-9	0.3	5
CCC(=O)Nc1cc(NC(=O)CC)cc(C(=O)O)c1	-0.5	4	-0.2	7
COc1ccc(CCNS(=O)(=O)c2ccc(S(=O)(=O)N3CCOCC3)cc2)cc1	5.6*	5	0.1	5
COc1ccc(CN2CCN(Cc3ccccc3OC)CC2CCO)c(F)c1 (stereo unspecified)	1.6	-1	-0.2	-11
CC(C)OCCNC(=O)CC1C(=O)NCCN1Cc1cccc(F)c1 (stereo unspecified)	2.1	8	0.1	5
O=C(Cn1c(=O)n(-c2ccccc2)c(=O)c2oc3ccccc3c21)N1CCCCCC1	1.5	4	0.0	3
CC1C2CC(CN2C(=O)Cc2c[nH]c3ccccc23)CC1(C)C (stereo unspecified)	-1.2	20	1.0	2
CN(C)c1ccc(N2C(=O)C3CC=C(Cl)CC3C2=O)cc1 (stereo unspecified)	-0.3	3	-0.3	-7
COc1ccc(C(O)Cn2c(=N)n(CCN3CCCCC3)c3ccccc32)cc1 (stereo unspecified)	0.0	-18	0.1	-11
Brc1ccc(-c2csc(=Nc3ccccc3)n2Cc2ccccc2)cc1	0.0	2	0.0	6
COc1ccc([N+](=O)[O-])cc1NC(=O)c1sc2ncn(CC(=O)N3CCCCC3)c(=O)c2c1C	0.4	0	-0.1	-7
CCC(c1nnnn1Cc1cccs1)N1CCN(Cc2ccccc2)CC1 (stereo unspecified)	0.5	-8	-0.2	3

Molecules listed so far with a nitro group on carbon (three):
SMILES	GPR151 activ	MITF primary	FBW7 act	TEAD-YAP inh
CC(C)(C)NC(=O)COC(=O)/C=C/c1cccc([N+](=O)[O-])c1	-0.2	-9	0.0	-5
Cc1onc(C(=O)N2CCN(Cc3ccccc3)CC2)c1[N+](=O)[O-]	-0.3	8	0.1	10
COc1ccc([N+](=O)[O-])cc1NC(=O)c1sc2ncn(CC(=O)N3CCCCC3)c(=O)c2c1C	0.4	0	-0.1	-7

The listing picks up; the 4 compounds before the break are reprinted first.
SMILES	GPR151 activ	MITF primary	FBW7 act	TEAD-YAP inh
COc1ccc(C(O)Cn2c(=N)n(CCN3CCCCC3)c3ccccc32)cc1 (stereo unspecified)	0.0	-18	0.1	-11
Brc1ccc(-c2csc(=Nc3ccccc3)n2Cc2ccccc2)cc1	0.0	2	0.0	6
COc1ccc([N+](=O)[O-])cc1NC(=O)c1sc2ncn(CC(=O)N3CCCCC3)c(=O)c2c1C	0.4	0	-0.1	-7
CCC(c1nnnn1Cc1cccs1)N1CCN(Cc2ccccc2)CC1 (stereo unspecified)	0.5	-8	-0.2	3
Cc1ccc(NC(=O)CNS(=O)(=O)c2cccs2)cc1	0.4	4	0.1	-11
CN(C)Cc1c(O)ccc2oc3c(c12)C(=O)CCC3	-0.6	4	-0.1	14
Cc1nc(Sc2nncn2C)c2c3c(sc2n1)CC(C)CC3 (stereo unspecified)	1.7	0	-0.1	27
Cc1c(C(=O)NC2CCCC(C)C2C)sc2ncnc(N3CCCCC3)c12 (stereo unspecified)	-0.2	-7	0.0	-10
COc1ccc(CNc2ccnc3c(-c4ccccc4)cnn23)cc1	-0.7	2	1.9*	-18
O=S(=O)(c1cc(Cl)ccc1Cl)N1CCN(c2ccccc2)CC1	0.2	2	-0.1	-1
COc1ccc(CCC(=O)Nc2ccc(-c3cn[nH]c3)c(OC)c2)cc1	-1.3	-8	0.5	-2
O=C1C=C(N2CCN(Cc3ccccc3)CC2)C(=O)N1c1ccc(Cl)cc1	-1.8	12	0.0	2
CCC(=O)Nc1ccc(NC(=O)c2cccc(F)c2)nc1	-2.1	0	-0.2	-53
c1csc(-c2cnc3n2CCCC3)c1	0.5	5	0.0	0
O=C1OC(OC(=O)c2ccccc2)C(Nc2cccc(C(=O)O)c2)=C1Cl (stereo unspecified)	-0.2	7	0.0	-1
CC(=O)c1ccc(NC(=O)CSc2ccc(C)c(C)c2)cc1	-1.0	-2	0.1	-7
Cc1cc(C)cc(-n2nnc3c(=O)n(CC(=O)N4CCN(c5ccccc5)CC4)cnc32)c1	-1.8	-6	0.5	7
CN1CCc2c(sc3c2C(=O)NC(c2cccc(Cl)c2Cl)N3)C1 (stereo unspecified)	-0.2	-9	0.5	-2
COc1ccc(C2=CC(c3ccc(Cl)cc3)n3cnnc3N2)cc1OC (stereo unspecified)	-1.5	0	-0.1	-32
O=S(=O)(c1ccc2c(c1)OCCO2)N1CCC(n2cnc3cc(F)ccc32)CC1	1.0	19	1.1	-10
COC(=O)CSc1nnc(-c2ccccc2)o1	-1.9	14	0.1	1
O=C(O)c1cccc(NC(C(=O)NCC2CCCO2)c2cccs2)c1 (stereo unspecified)	1.1	17	0.1	-5

Reprinted from the entries so far for reference:
SMILES	GPR151 activ	MITF primary	FBW7 act	TEAD-YAP inh
O=C1OC(OC(=O)c2ccccc2)C(Nc2cccc(C(=O)O)c2)=C1Cl (stereo unspecified)	-0.2	7	0.0	-1
CC(=O)c1ccc(NC(=O)CSc2ccc(C)c(C)c2)cc1	-1.0	-2	0.1	-7
Cc1cc(C)cc(-n2nnc3c(=O)n(CC(=O)N4CCN(c5ccccc5)CC4)cnc32)c1	-1.8	-6	0.5	7
CN1CCc2c(sc3c2C(=O)NC(c2cccc(Cl)c2Cl)N3)C1 (stereo unspecified)	-0.2	-9	0.5	-2
COc1ccc(C2=CC(c3ccc(Cl)cc3)n3cnnc3N2)cc1OC (stereo unspecified)	-1.5	0	-0.1	-32

Compound activity deposited in PubChem BioAssay by The Scripps Research Institute Molecular Screening Center.

No enrichment for hits; any-hit rate near 3.4%.
